Assay outcomes as filed in PubChem BioAssay.
OX1R antag-1: blocks the human orexin 1 receptor. O43613. OX1R-expressing cells, FRET antagonist read-out. inhibition, % at 6.6 µM. 330,000 compounds, 1.8% hits. AID 485270; in the data active means inhibition mostly above about 38%, no sharp cut-off; inactive means mostly below about 40%;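 further: 0% = agonist challenge alone and 100% = reference antagonist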
Target sequence (O43613 whole entry, looked up): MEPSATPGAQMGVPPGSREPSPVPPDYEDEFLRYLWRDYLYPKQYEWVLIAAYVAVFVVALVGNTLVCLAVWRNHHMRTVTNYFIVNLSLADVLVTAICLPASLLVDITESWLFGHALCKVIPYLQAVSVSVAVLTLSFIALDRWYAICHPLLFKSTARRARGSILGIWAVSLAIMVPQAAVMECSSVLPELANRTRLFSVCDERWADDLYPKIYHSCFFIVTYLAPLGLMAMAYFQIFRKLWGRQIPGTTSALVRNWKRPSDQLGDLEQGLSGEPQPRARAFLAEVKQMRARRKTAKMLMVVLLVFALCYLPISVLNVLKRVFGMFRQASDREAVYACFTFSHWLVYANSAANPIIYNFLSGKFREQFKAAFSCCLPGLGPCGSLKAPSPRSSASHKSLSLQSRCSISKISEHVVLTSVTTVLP
OX1R antag-2: blocks the human orexin 1 receptor; 330,000 compounds, 0.43% hits; O43613; CHO/OX1R cells, Fluo-8 calcium fluorescence, orexin A; AID 434989; inhibition, % at 5 µM;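 active means inhibition above its plate's threshold, mean inhibition of all tested compounds on the plate plus 3 SD, cut at about 37% in these data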;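 further: 0% = orexin A challenge wells and 100% = SB-334867-A antagonist wells; not every result past the cut was called active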
Numbers without * were called inactive. An unsorted share of the library (roughly 2% active in at least one column).

The opening 7 records as a preview:
SMILES	OX1R antag-1	OX1R antag-2
S=C(Nc1ccc(Br)cc1)N1CCN(C2CCCCC2)CC1	15	-19
Cc1[nH]n(-c2ccccc2)c(=O)c1/C=C1\C=NN=C1c1ccccc1	9	-12
O=C(c1cccc(-n2cnnn2)c1)N1CCOCC1	11	-11
O=C(O)c1cccc(S(=O)(=O)N2Cc3ccccc3C2)c1	13	-9
Cc1cccc(CS(=O)(=O)c2ncc(Cl)c(C(=O)NCc3ccc4c(c3)OCO4)n2)c1	11	28
CCOC(=O)C1CCN(C(=O)COc2ccc(Cl)cc2Cl)CC1	31	-14
CCOC(=O)Cn1nc(C)c(NC(=O)CCc2ccccc2)c1C	10	-13

The whole of this part (from the top)
SMILES	OX1R antag-1	OX1R antag-2
S=C(Nc1ccc(Br)cc1)N1CCN(C2CCCCC2)CC1	15	-19
Cc1[nH]n(-c2ccccc2)c(=O)c1/C=C1\C=NN=C1c1ccccc1	9	-12
O=C(c1cccc(-n2cnnn2)c1)N1CCOCC1	11	-11
O=C(O)c1cccc(S(=O)(=O)N2Cc3ccccc3C2)c1	13	-9
Cc1cccc(CS(=O)(=O)c2ncc(Cl)c(C(=O)NCc3ccc4c(c3)OCO4)n2)c1	11	28
CCOC(=O)C1CCN(C(=O)COc2ccc(Cl)cc2Cl)CC1	31	-14
CCOC(=O)Cn1nc(C)c(NC(=O)CCc2ccccc2)c1C	10	-13
CCCS(=O)(=O)Nc1c(C(=O)O)[nH]c2ccccc12	12	-8
COc1ccc(NC(=O)CC2C(=O)N(c3ccc(OC)cc3)C(=O)N2CCN2CCN(C)CC2)cc1 (configuration not stated)	5	-12
CC(C)C1Nc2c(C(=O)O)cccc2C(Nc2ccccc2C(=O)O)C1(C)C (configuration not stated)	17	-20
O=C(Nc1ccccc1C(F)(F)F)c1cc(-c2cccc(O)c2)on1	9	3
COC(=O)c1[nH]c2cc(C)ccc2c1NC(=O)CN1CCCc2ccccc21	10	-24
CC(=O)c1cccc(NC(=O)NC2CCCCCCC2)c1	16	-12
CN1CCN(c2ccc(S(=O)(=O)N3CCCCC3)cc2NC(=O)c2ccc(C#N)cc2)CC1	4	-11
CCc1nnc(NC(=O)NC(C)(C)C)s1	-7	-3
Cc1cc(F)ccc1NCc1ccc([N+](=O)[O-])cc1	7	-17
C=C(C)CNC(=S)N/N=C/c1ccco1	4	-6
Nc1cc(C(F)(F)F)cc2c1SCC(=O)N2	3	-7
OC(COC(c1ccc(F)cc1)c1ccc(F)cc1)CN1CCc2ccccc2C1 (configuration not stated)	13	-22
Cc1c(NC(=O)COC(=O)/C=C/c2cccc(Br)c2)c(=O)n(-c2ccccc2)n1C	4	-5
Cc1ccc(S(=O)(=O)N2CCN(C(=S)NCC3CCCO3)CC2)cc1 (configuration not stated)	10	2
CCN(CC)c1ccc2c(C)c(Cl)c(=O)oc2c1	16	-22
Cc1cc(C)cc(NC(=O)C2C3C=CC4(O3)C2C(=O)N(CCCN2CCCC2)C4C(=O)NC2CCCC(C)C2C)c1 (configuration not stated)	15	-29
Cc1cc(=O)n(CC(=O)NC2CC2)c2c1c(C)nn2-c1ccccc1	1	-8
Cc1nc2c(C)cccn2c(=O)c1NC(=O)c1ccc(Br)o1	8	-9
CCCCN1C2CCCC1CC(NC(=O)c1cccc(Cl)c1)C2 (configuration not stated)	-11	-24
CCN(CC)C(=O)C1CCCN(Cc2sccc2C)C1 (configuration not stated)	15	-4
CCn1nnc2cc(C(=O)Nc3cc(OC)cc(OC)c3)ccc21	8	-17
CN1CCN(S(=O)(=O)c2ccc(Br)c3nsnc23)CC1	65*	-6
Cc1ccsc1C(=O)Nc1ccc(O)c(-c2nc3ccccc3s2)c1	81*	-6
O=C(Cc1ccccc1)NCC(=O)N1CCC2(CC1)NCCc1[nH]cnc12	9	-7
O=C(CSc1nc2ccccc2s1)Nn1cnnc1	3	1
CC(C)(C)C1CCc2c(sc3nc(SCC(=O)O)nc(N)c23)C1 (configuration not stated)	19	-7
COC(=O)CCSCc1cn2cc(Cl)ccc2n1	21	-11
CCc1ccc2c(c1)/C(=C/C(=O)c1cccs1)C(=O)N2	31	7
CC(=O)Nc1ccc(NC(=O)COC(=O)C2(c3ccc(Cl)cc3)CCCC2)cc1	17	-12

Two neighbouring entries from above, quoted:
SMILES	OX1R antag-1	OX1R antag-2
Cc1nc2c(C)cccn2c(=O)c1NC(=O)c1ccc(Br)o1	8	-9
CCCCN1C2CCCC1CC(NC(=O)c1cccc(Cl)c1)C2 (configuration not stated)	-11	-24

Next section
SMILES	OX1R antag-1	OX1R antag-2
c1ccc(-c2nc3cccnc3nc2-c2ccccc2)cc1	4	-12
O=C(O)CSc1cc(C(F)(F)F)nc(-c2ccccn2)n1	6	0
CCOC(=O)c1sc2nc(N3CCOCC3)c3c(c2c1N)CCN(Cc1ccccc1)C3	34	-25
Cc1ccc2c(c1)nnn2C1CCN(CC(=O)Nc2ccc3c(c2)OCCO3)CC1	7	-29
Cc1nn(C)c(C)c1CN(C)S(=O)(=O)c1ccc2ccccc2c1	53*	27
COc1ccc(N=c2scc(C)n2CCCN2CCCC2=O)cc1	-1	-17
Cc1cc(O)cc(O)c1C(=O)Cc1ccccc1	20	1
COC(=O)c1ccccc1NC(=O)c1noc2c1CCCC2	18	-26
CCOC(=O)c1nn(-c2ccccc2F)c2nc(Nc3ccccc3)cc(=O)n12	3	-5
CCN(CC(=O)Nc1ccccc1OC)C(=O)CN1C(=O)NC(C)(c2ccc(C)cc2)C1=O (configuration not stated)	4	-19
CCOC(=O)COc1ccc(/C=C2/SC(=Nc3ccccc3)N(Cc3cccnc3)C2=O)cc1OC	23	-45
COC(=O)c1nc(NC(C)=O)n[nH]1	12	-17
COc1ccc(C(=O)O/N=C2\CCS(=O)(=O)c3sccc32)cc1	-1	-19
O=C(NC1CCC(O)CC1)c1cccc2cccnc12 (configuration not stated)	7	-18
COc1ccc(C(=O)OCC(=O)Nc2ccc3[nH]c(=O)[nH]c3c2)c(OC)c1OC	18	-7
CCOc1cccc(/C(O)=C2/C(=O)C(=O)N(CCOC)C2c2ccco2)c1 (configuration not stated)	8	2
COC(=O)c1cccc(-c2ccc(C(c3c(C)[nH][nH]c3=O)c3c(C)[nH][nH]c3=O)o2)c1	19	-23
CN(c1ccccc1)S(=O)(=O)c1cccc(NC(=O)C2=NNC(=O)CC2)c1	18	-8
O=C(CCNS(=O)(=O)c1cccc2nsnc12)NCc1ccccc1Cl	27	-29

An excerpt of these results, field by field.
O=C(NC1CCC(O)CC1)c1cccc2cccnc12 (configuration not stated)
- OX1R antag-1: 7
- OX1R antag-2: -18

COc1ccc(C(=O)OCC(=O)Nc2ccc3[nH]c(=O)[nH]c3c2)c(OC)c1OC
- OX1R antag-1: 18
- OX1R antag-2: -7

CCOc1cccc(/C(O)=C2/C(=O)C(=O)N(CCOC)C2c2ccco2)c1 (configuration not stated)
- OX1R antag-1: 8
- OX1R antag-2: 2

COC(=O)c1cccc(-c2ccc(C(c3c(C)[nH][nH]c3=O)c3c(C)[nH][nH]c3=O)o2)c1
- OX1R antag-1: 19
- OX1R antag-2: -23

Part of the list above in order of number of heavy atoms, low to high:
SMILES	OX1R antag-1	OX1R antag-2
COC(=O)c1nc(NC(C)=O)n[nH]1	12	-17
O=C(NC1CCC(O)CC1)c1cccc2cccnc12 (configuration not stated)	7	-18
COc1ccc(C(=O)O/N=C2\CCS(=O)(=O)c3sccc32)cc1	-1	-19
CCOc1cccc(/C(O)=C2/C(=O)C(=O)N(CCOC)C2c2ccco2)c1 (configuration not stated)	8	2
COc1ccc(C(=O)OCC(=O)Nc2ccc3[nH]c(=O)[nH]c3c2)c(OC)c1OC	18	-7
COC(=O)c1cccc(-c2ccc(C(c3c(C)[nH][nH]c3=O)c3c(C)[nH][nH]c3=O)o2)c1	19	-23
